Assay outcomes from PubChem.
BRCA1 expr up: increases BRCA1 expression; MCF7-BRCA1-FFLuc reporter, luminescence, 48 h; response scale: scaled: vehicle 0%, 10 µM genistein 100%; Potency, µM (series often up to 46.1 µM), without a hit: top-dose activation, most hits filed as activators; 380,000 tested, 1.1% active; further: potency means the concentration at half of the fitted maximal effect; nearly all actives have a fitted effect of over 80% in size; some results filed as inactive show a strong effect at the top dose
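Quantitative HTS in MCF7 cells stably reporting BRCA1 expression via firefly luciferase. Compound treatment lasts 48 h at 37 °C in phenol-red free MEM. Activation is expressed relative to genistein at 10 microM and DMSO.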
ELG1 genotox: genotoxicity induction in ELG1-luciferase HEK293T cells; Potency, µM (titrated, usually from 46 µM), without a hit: top-dose activity change, positive = activation, usual class: activators; HEK293T ELG1-luciferase reporter, luminescence, 16 h; 330,000 tested, 1.3% active; further: potency means the concentration at half of the fitted maximal effect; % of control where 0% means no effect; nearly all actives have a fitted effect of over 60% in size
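Genotoxicity was scored as increased ELG1-luciferase reporter signal, measured by ONE-Glo luminescence (30 min, room temperature). Compound or vehicle exposure of the HEK293T reporter cells lasted 16 hr at 37°C.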
p53 reactivator: re-activators of mutant p53 | H1299 p53-A138V BP100-luciferase reporter, luminescence, 24 h | Potency, µM (doses to about 92.2 µM), inactives show at the top dose activity change, positive = activation, actives largely listed as activators | 320,000 tested, 0.063% active | AID 504706; further: potency means the concentration at half of the fitted maximal effect; % of control where 0% means no effect; nearly all actives have a fitted effect of over 45% in size
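p53-null H1299 cells stably carrying temperature-sensitive p53-A138V and a BP100-luciferase reporter were pinned with compounds (4-point, 1:5 series) and held 24 hrs at 37 deg C. Luminescence was read 10 min after detection reagent.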
B2AR arrestin: beta2AR (human) beta-arrestin recruitment activity; P07550; beta-arrestin recruitment to beta2AR, cell-based reporter; Potency, µM (highest dose often 46.1 µM), inactives show at the highest dose activation, most hits filed as activators; 330,000 tested, 0.02% active; AID 492947;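 further: potency means the concentration at half of the fitted maximal effect; 0% = DMSO controls and full agonism = EC100 isoproterenol or metaproterenol; nearly all actives have a fitted effect of over 65% in size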
TSG101-PTAP inh: blocks PTAP/TSG101 interaction to inhibit HIV-1 budding; 340,000 tested, under 10 active; Q99816; Potency, µM (titrated, usually from 115 µM), for inactives: at the top dose activity change, negative = inhibition, actives largely listed as inhibitors; Fluorescence polarization, FITC-PTAP peptide / Tsg101 binding; AID 493005; active means well fitted inhibition curve with a large enough effect in the main read-out, with a control signal flat, not every such curve was filed as active; inconclusive means small, poorly fitted or top-dose-only effect, or effect the other way, or a change in a side signal; inactive means no such curve, though single readings can be large or run the other way; further: potency means the concentration at half of the fitted maximal effect; % of control where 0% means no effect
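Steps: Tsg101 binding domain dispensed (10 uM final), compounds pinned in DMSO, FITC-labeled PTAP-motif peptide added (50 nM final); after 20 min binding at room temperature, polarization measured.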
a7 integrin act: activators of alpha7 integrin expression for muscular dystrophy. Potency, µM (top dose mostly 38.3 µM), for inactives: top-dose activation, usual class: activators. alpha7betagal myoblasts, beta-gal FDG fluorescence, 48 h. 350,000 tested, 0.064% active;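 further: potency means the concentration at half of the fitted maximal effect; 100% = response of the positive control SU9516; nearly all actives have a fitted effect of over 60% in size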
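alpha7betagal+/- myoblasts (passage 13, 250/well) treated 48 h at 37C with compounds at 1:260 dilution of DMSO stock. Lysed, then beta-galactosidase activity read as FDG fluorescence (ex 480/em 540) after 30 min, with pre-read for autofluorescence.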
uPA surface inh: blocks generation of uPA at the cell surface; cell surface uPA generation assay, qHTS; Potency, µM (series often up to 38.3 µM), without a hit: at the top dose activity change, negative = inhibition, actives largely listed as inhibitors; 330,000 tested, 0.31% active; active means well fitted inhibition curve with a large enough effect; inconclusive means small, poorly fitted or top-dose-only effect; inactive means no such curve, though single readings can be large or run the other way; tested in mouse RAW 264.7 cells; further: potency means the concentration at half of the fitted maximal effect; on the % scale 0 is the no-effect control and ±100 the full control effect; nearly all actives have a fitted effect of over 55% in size
S-ASM inh: inhibitors of human secretory acid sphingomyelinase; placental ASM, HMU-PC fluorogenic substrate, 60 min; Potency, µM (top dose mostly 57.5 µM), for inactives: at the highest dose activity change, negative = inhibition, actives largely listed as inhibitors; 340,000 tested, 0.006% active; AID 504937; further: potency means the concentration at half of the fitted maximal effect
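Human placenta-derived ASM preincubated with compound 10 min at room temperature, then reacted with 9 uM (final) fluorogenic HMU-PC substrate for 60 min at 37 C. Stop solution raises pH to 10; fluorescence read at Ex 386/Em 447 nm.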
USP2a inh: inhibitors of human ubiquitin-specific protease USP2a; USP2 core, Ub-CHOP2 coupled fluorogenic reporter, 485/531; Potency, µM (top dose mostly 38.3 µM), without a hit: at the highest dose activity change, negative = inhibition, actives largely listed as inhibitors; 330,000 tested, 0.01% active;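 further: potency means the concentration at half of the fitted maximal effect; plate controls were DMSO wells for no effect and full inhibition by NEM control for full effect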
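Deubiquitinase activity read as fluorescence (485/531 nm) after Ub-CHOP2 cleavage activates the enterokinase reporter on its substrate; USP2 core 10nM, Ub-CHOP2 and substrate 25nM each, 30min compound preincubation then 60min RT; data normalized to NEM, curves fitted.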
TRPV1 ag: agonists of human vanilloid receptor 1 (TRPV1); Q8NER1; TRPV1-expressing cells, Fluo-8 calcium influx, agonist mode; activation, % at 8.33 µM; 320,000 tested, 0.19% active; AID 540275; in the data active means activation above about 80%; inconclusive means between about 30% and that limit; further: 0% is about no effect
Target sequence (Q8NER1 whole entry, looked up): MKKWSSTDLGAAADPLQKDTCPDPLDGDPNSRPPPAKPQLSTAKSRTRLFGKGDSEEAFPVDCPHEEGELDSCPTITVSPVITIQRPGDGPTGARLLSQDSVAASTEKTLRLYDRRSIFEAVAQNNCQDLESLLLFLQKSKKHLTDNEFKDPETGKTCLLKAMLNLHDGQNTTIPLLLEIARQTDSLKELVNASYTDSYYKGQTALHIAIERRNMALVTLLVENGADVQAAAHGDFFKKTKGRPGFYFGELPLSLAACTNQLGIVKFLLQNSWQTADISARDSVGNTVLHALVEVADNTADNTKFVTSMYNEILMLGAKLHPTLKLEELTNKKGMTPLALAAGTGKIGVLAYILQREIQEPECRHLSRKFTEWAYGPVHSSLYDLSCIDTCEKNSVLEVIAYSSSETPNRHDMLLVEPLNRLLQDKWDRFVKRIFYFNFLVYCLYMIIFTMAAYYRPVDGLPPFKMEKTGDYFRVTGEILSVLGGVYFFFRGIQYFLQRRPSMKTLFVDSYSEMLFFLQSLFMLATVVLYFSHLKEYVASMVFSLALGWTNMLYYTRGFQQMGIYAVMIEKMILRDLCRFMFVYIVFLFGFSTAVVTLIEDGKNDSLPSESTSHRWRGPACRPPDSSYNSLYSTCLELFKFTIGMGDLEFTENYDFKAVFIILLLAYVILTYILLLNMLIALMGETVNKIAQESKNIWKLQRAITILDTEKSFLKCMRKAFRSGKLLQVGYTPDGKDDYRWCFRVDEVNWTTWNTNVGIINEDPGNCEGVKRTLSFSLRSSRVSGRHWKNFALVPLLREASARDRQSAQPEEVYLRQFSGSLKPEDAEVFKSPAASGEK
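Fluo-8 calcium influx in TRPV1-expressing cells, kinetic read (ex 480/em 520 nm). Compound added and read 3 min for agonist activity, followed by capsaicin at EC20 final and 2 min further read for enhancement.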
Eya2 phos inh: inhibitors of human Eya2 phosphatase activity; Potency, µM (highest dose often 76.9 µM), without a hit: at the highest dose activity, negative = inhibition, most hits filed as inhibitors; 330,000 tested, 0.006% active; recombinant Eya2, OMFP fluorescence dephosphorylation (OMFP is methylfluorescein phosphate); O00167; AID 488837; further: potency means the concentration at half of the fitted maximal effect; on the % scale 0 is the no-effect control and ±100 the full control effect
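Eya2 (0.2 uM) preincubated 10 min at ambient with compound, then OMFP substrate added at 50 uM; 10 min reaction in 50 mM HEPES pH 7.5, 50 mM NaCl, 5 uM MgCl2, 0.05% BSA, 1 mM DTT. Fluorescence read at Ex 485/Em 525 nm.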
* hit, by the source's call; ? = inconclusive; nt = not tested or not shown; [ ] = another dose, or the depositor's remark. Unless noted, the call rests on the fitted dose curve; in most records, active means well fitted curve in the direction sought with a large enough effect; inconclusive means small, poorly fitted or top-dose-only effect, or another doubt; inactive means no such curve, though single readings can be large; an effect the other way counts as inactive or inconclusive.

entry	Compound	BRCA1 expr up	ELG1 genotox	p53 reactivator	B2AR arrestin	TSG101-PTAP inh	a7 integrin act	uPA surface inh	S-ASM inh	USP2a inh	TRPV1 ag	Eya2 phos inh
1	CCC(C)(C)NC(=O)c1ccc(Sc2nncn2C)c([N+](=O)[O-])c1	-3%	-1%	23%	0.2%	0%	-18%	6%	-3%	-1%	-3	2%
2	CC(C)Nc1nc(Oc2ccc(=O)n(-c3ccccc3)n2)nc(N(C)C)n1	-33%	3%	-1%	0.4%	1%	-4%	1%	-1%	0%	10	-25%
3	CCCCCCc1nnc(N)s1	4%	1%	-1%	-0.3%	-8%	9%	nt	0%	3%	-9	14%
4	Cn1c(CN2CCCCC2)nc2cc(NC(=O)c3ccccc3)ccc21	-37%	14%	-15%	3.4%	nt	-9%	-22%	24%	0%	15	2%
5	COc1ccc(Nc2nc(Cl)nc(Nc3ccc(OC)cc3OC)n2)c(OC)c1	-4%	1%	-2%	-0.1%	-4%	21%	5%	0%	1%	2	-3%
6	COC(=O)Cc1nc2ccccc2[nH]1	-2%	0%	12%	0.2%	-3%	6%	2%	24%	3%	9	6%
7	Cn1c(Oc2ccc(Cl)cc2)c(C=O)c2ccccc21	-35%	3%	9%	-0.2%	-7%	21%	-10%	-1%	-8%	7	-17%
8	CCc1sc(C(=O)Nc2ccc3nc(C)sc3c2)cc1C	3.2µM*	13%	9%	0.2%	-8%	4%	-2%	-13%	-4%	nt	-16%
9	O=C(COC(=O)CSc1ccc2ccccc2c1Br)NC1CC1	0%	3%	0%	-0.1%	0%	23%	3%	-6%	0%	29	6%
10	CC1CCCCN1CCCNC(=O)c1nn(C)c2c1CSc1ccccc1-2 (configuration not stated)	27%	?	-9%	-0.5%	-9%	21%	3%	5%	4%	-2	11%
11	Cn1c(SCC(=O)N2CCc3ccccc32)nnc1-c1ccc(S(=O)(=O)N2CCCC2)cc1	4%	0%	2%	-0.5%	2%	0%	2%	4%	3%	-5	3%
12	COC(=O)C(C)Oc1ccc(-c2nccc(-c3cccs3)n2)cc1 (configuration not stated)	76%	11%	30%	0.5%	-1%	-16%	-8%	-3%	-5%	6	-8%
13	CC1(c2ccc3ccccc3c2)NC(=O)N(CC(N)=O)C1=O (configuration not stated)	-1%	-1%	10%	0.2%	-3%	1%	4%	-3%	2%	-3	11%
14	O=C(Cc1ccccc1F)Nc1nc(-c2ccc(F)c(F)c2)cs1	-79%[inhibitor]	-24%	?	-0.4%	-3%	24%	-2%	-18%	1%	?	-3%
15	Cc1c(OCC(=O)Nc2cccnc2)ccc2c3c(c(=O)oc12)CCC3	-13%	13%	-2%	0.1%	3%	?	?	-1%	-2%	4	-3%

Two successive entries out of the list so far, for reference:
entry	Compound	BRCA1 expr up	ELG1 genotox	p53 reactivator	B2AR arrestin	TSG101-PTAP inh	a7 integrin act	uPA surface inh	S-ASM inh	USP2a inh	TRPV1 ag	Eya2 phos inh
14	O=C(Cc1ccccc1F)Nc1nc(-c2ccc(F)c(F)c2)cs1	-79%[inhibitor]	-24%	?	-0.4%	-3%	24%	-2%	-18%	1%	?	-3%
15	Cc1c(OCC(=O)Nc2cccnc2)ccc2c3c(c(=O)oc12)CCC3	-13%	13%	-2%	0.1%	3%	?	?	-1%	-2%	4	-3%

With a hit mark in BRCA1 expr up, of those listed so far:
No. | Molecule | BRCA1 expr up | p53 reactivator | B2AR arrestin | TSG101-PTAP inh | a7 integrin act | uPA surface inh | S-ASM inh | TRPV1 ag | Eya2 phos inh
8 | CCc1sc(C(=O)Nc2ccc3nc(C)sc3c2)cc1C | 3.2µM* | 9% | 0.2% | -8% | 4% | -2% | -13% | nt | -16%

The list continues:
entry	Compound	BRCA1 expr up	ELG1 genotox	p53 reactivator	B2AR arrestin	TSG101-PTAP inh	a7 integrin act	uPA surface inh	S-ASM inh	USP2a inh	TRPV1 ag	Eya2 phos inh
16	COc1ccc(C(=O)NCC(=O)OCc2ccc(Br)cc2)cc1	26%	1%	-19%	0.7%	-4%	-5%	1%	-2%	0%	24	2%
17	COc1ccc(NC(=O)C2CC2)cc1OC1CCCC1	-5%	-2%	-2%	-1.0%	0%	-26%	-8%	0%	2%	2	10%
18	CCOC(=O)N1CCN(Cc2nnc(-c3ccccc3C)o2)CC1	-11%	1%	15%	-0.9%	-2%	-8%	0%	-3%	1%	3	-1%
19	CCOc1ccc(OCCCC(=O)ON=C(N)c2ccccc2C)cc1	2%	1%	13%	0.1%	-3%	6%	8%	-5%	0%	0	-2%
20	COc1ccc(Nc2cc(C)nc3ncnn23)cc1Cl	-49%	?	-2%	-0.2%	0%	11%	-4%	-6%	6%	0	-11%
21	O=C(O)CSCC(=O)N(c1ccccc1)c1ccccc1	-1%	0%	0%	0.2%	0%	-5%	-2%	3%	1%	2	0%
22	O=C(O)c1cccc(S(=O)(=O)N(Cc2ccccc2)c2ccc(Cl)cc2)c1	-21%	0%	-5%	3.6%	-9%	27%	1%	-1%	-2%	-5	1%
23	CC(C)(C)NC(=O)/C=C/c1ccc(C(F)(F)F)cc1	?	5%	14%	0.9%	-1%	14%	3%	-2%	-1%	?	3%
24	O=C(Nc1nccs1)C1CCCN1S(=O)(=O)c1ccc(F)cc1 (configuration not stated)	-5%	-7%	-11%	-0.3%	0%	8%	3%	1%	0%	3	1%
25	C=CCOc1ccc(CN(C)CC(=O)N(CC(C)C)c2c(N)n(CC(C)C)c(=O)[nH]c2=O)cc1	-23%	-2%	3%	-0.2%	0%	4%	-2%	3%	-2%	-3	-24%
26	CCN1CCC2(CC1)Oc1c(OC)cccc1C1CC(c3cccnc3)=NN12 (configuration not stated)	88%	3%	3%	0.1%	3%	-9%	2%	-1%	6%	1	1%
27	O=C(O)c1ccc(Nc2nc(-c3ccc([N+](=O)[O-])cc3)nc3ccccc23)cc1	-32%	-5%	-1%	0.4%	-6%	0%	-14%	-2%	-5%	2	-21%
28	COc1ccc([N+](=O)[O-])cc1NCc1cccc([N+](=O)[O-])c1	8%	15%	-1%	0.3%	2%	-22%	6%	-2%	-1%	-4	-6%
29	Cc1ccc(N(C(=O)c2csnn2)C(C(=O)NCc2ccccc2)c2cccnc2)cc1 (configuration not stated)	-4%	-4%	-5%	0.2%	-12%	1%	0%	2%	0%	4	-12%
30	COc1ccc(Nc2nc(C)cc(C)c2C(N)=O)cc1	-5%	-1%	-4%	0.1%	-9%	16%	7%	0%	0%	-4	-7%
31	Cc1ccnc2nc(C(=O)NC3CCCc4ccccc43)nn12 (configuration not stated)	-3%	1%	1%	0.0%	-1%	-7%	-1%	3%	2%	4	-7%
32	COc1cc(SC)ccc1C(=O)Nc1ccc2c(c1)CCC2	63%	?	?	0.1%	1%	18%	-10%	0%	-1%	18	0%
33	O=C(c1ccco1)N1CCN(Cc2nnnn2CCc2ccccc2)CC1	9%	-3%	-11%	-0.3%	-8%	-2%	6%	-1%	2%	2	5%
34	Cc1ccccc1N1CCN(CC(=O)Nc2ccccc2C(=O)NC2CC2)CC1	-27%	-11%	-10%	-0.4%	-3%	-33%	0%	-2%	-5%	?	-15%
35	COc1ccc(C(=O)Cn2c(=O)c(CCC(=O)O)nn3c4ccccc4nc23)cc1OC	15%	1%	10%	-0.1%	-4%	17%	3%	5%	1%	0	8%
36	Cc1sc(NC(=O)CCl)c(C(=O)c2ccccc2)c1C	-59%	-2%	-19%	-0.2%	-3%	-66%[inhibitor]	-12%	-1%	-2%	-5	7%
37	CC1=C(C(=O)OC(C)C)C(c2ccccc2Cl)CC(=O)N1 (configuration not stated)	-23%	16%	-14%	0.0%	0%	-27%	2%	-2%	0%	-7	-35%
38	Brc1ccc(-c2nnc3ccc(Nc4ccccc4)nn23)cc1	nt	-1%	5%	-1.1%	nt	nt	nt	nt	4%	-9	1%
39	Cc1ccccc1CC(=O)N1CCN(S(=O)(=O)c2cccs2)CC1	0%	-1%	-1%	0.0%	-5%	-24%	3%	3%	3%	10	5%
40	CC(=O)N1c2ccccc2S(=O)(=O)c2ccccc21	2%	1%	-6%	0.2%	0%	-21%	-2%	3%	2%	-1	-7%
41	O=S(=O)(c1cccc(Cl)c1Cl)N1CCCCC1	-11%	7%	4%	-0.3%	-4%	8%	nt	-1%	-4%	3	1%

A few values from above.
CC1=C(C(=O)OC(C)C)C(c2ccccc2Cl)CC(=O)N1 (configuration not stated) in TRPV1 ag = -7
Brc1ccc(-c2nnc3ccc(Nc4ccccc4)nn23)cc1 in USP2a inh = 4%
Cc1ccccc1N1CCN(CC(=O)Nc2ccccc2C(=O)NC2CC2)CC1 in p53 reactivator = -10%
Cc1ccccc1CC(=O)N1CCN(S(=O)(=O)c2cccs2)CC1 in p53 reactivator = -1%
